Screens as filed in PubChem BioAssay.
D2 PAM – HTS Assay for Positive Allosteric Modulators of the Human D2 Dopamine Receptor: Primary Screen for Potentiators; 340,000 compounds, 0.34% hits; D(2) dopamine receptor (Homo sapiens), P14416; HEK293 T-REx D2, calcium flux, EC20 dopamine potentiation; potentiation, % at 10 µM;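 active means potentiation over 3 SD above the plate norm, cut at about 30% in these data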; further: 0% is about no effect
Target sequence (P14416 whole entry, looked up): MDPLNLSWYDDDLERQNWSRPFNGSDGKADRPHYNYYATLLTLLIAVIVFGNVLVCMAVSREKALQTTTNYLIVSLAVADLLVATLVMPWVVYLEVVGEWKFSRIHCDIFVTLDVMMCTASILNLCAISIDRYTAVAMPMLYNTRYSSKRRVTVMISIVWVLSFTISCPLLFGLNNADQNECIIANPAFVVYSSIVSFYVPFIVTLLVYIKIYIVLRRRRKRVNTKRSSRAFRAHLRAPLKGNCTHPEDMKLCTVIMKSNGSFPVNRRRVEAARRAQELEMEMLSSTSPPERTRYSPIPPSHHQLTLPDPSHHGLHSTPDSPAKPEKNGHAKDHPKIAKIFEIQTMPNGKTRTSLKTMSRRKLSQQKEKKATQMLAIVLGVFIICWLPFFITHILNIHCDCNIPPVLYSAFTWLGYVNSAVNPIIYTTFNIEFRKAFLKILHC
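Tetracycline-induced Hek293 Trex D2 cells, force-coupled to calcium, loaded with no-wash calcium dye. Compound added with 180 s kinetic read for agonism, then EC20 dopamine and a further 180 s read for potentiation.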
Vif-A3G inh – qHTS for Inhibitors of Vif-A3G Interactions: qHTS; DNA dC->dU-editing enzyme APOBEC-3G (Homo sapiens), Q9HC16; HeLa A3G-eYFP + Vif (tagged APOBEC3G with the HIV-1 protein that degrades it), YFP fluorescence, overnight; Potency, µM (highest dose often 46.1 µM), for the others: at the top dose activity, negative = active, hits mostly inhibitors; 410,000 compounds, 0.076% hits; AID 602310, 2012;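 further: potency means the concentration at half of the fitted maximal effect; on the % scale 0 is the no-effect control and ±100 the full control effect; nearly all actives have a fitted effect of over 60% in size; hits raise eYFP signal because A3G escapes Vif-driven loss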
Target sequence (Q9HC16 whole entry, looked up): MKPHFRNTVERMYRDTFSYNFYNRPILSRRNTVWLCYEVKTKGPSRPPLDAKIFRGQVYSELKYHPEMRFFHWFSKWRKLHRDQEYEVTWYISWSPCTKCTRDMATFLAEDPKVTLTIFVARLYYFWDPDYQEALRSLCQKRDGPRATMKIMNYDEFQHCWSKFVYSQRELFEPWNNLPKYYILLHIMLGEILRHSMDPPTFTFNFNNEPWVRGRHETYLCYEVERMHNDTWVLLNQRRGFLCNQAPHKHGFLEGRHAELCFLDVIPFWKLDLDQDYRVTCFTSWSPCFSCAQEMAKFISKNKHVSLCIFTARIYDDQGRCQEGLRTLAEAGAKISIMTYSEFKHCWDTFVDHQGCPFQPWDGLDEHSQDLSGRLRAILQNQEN
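HeLa cells stably expressing Vif and C-terminally eYFP-tagged A3G, seeded overnight at 37 deg C, then exposed to compound by pintool overnight at 37 deg C. Rise in yellow fluorescence (Ex 488/Em 500-530, Acumen) marks blocked Vif-driven A3G degradation.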
D1 ag – Allosteric Agonists of the Human D1 Dopamine Receptor: qHTS; activation, % at 2 µM; 360,000 compounds, 1% hits; HEK293 T-REx D1 cells, calcium flux, agonist mode; D(1A) dopamine receptor (Homo sapiens), P21728; in the data active means activation above about 30%; further: 0% is about no effect
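Inducible HEK293 T-REx D1 cells, force-coupled to calcium signalling, were plated at 4000 cells/well with tetracycline and held overnight at 30 C. After no-wash calcium dye loading, compound-evoked calcium rise over 180 s flagged agonists.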
Vif-APOBEC3F blk – qHTS for Inhibitors of Vif-A3F Interactions: qHTS; HeLa A3F-eYFP + Vif (tagged APOBEC3F with the HIV-1 protein that degrades it), YFP fluorescence increase; Potency, µM (doses to about 46.1 µM), for inactives: top-dose activity, negative = active; 390,000 compounds, 0.2% hits; further: potency means the concentration at half of the fitted maximal effect; % of control where 0% means no effect; nearly all actives have a fitted effect of over 65% in size
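HeLa cells stably expressing A3F-eYFP plus Vif, plated and incubated overnight at 37 deg C, then exposed to compounds overnight at 37 deg C. Blocked degradation read as raised yellow fluorescence (Ex 488/Em 500-530).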
Glioma ERSR ind – qHTS for Inducers of the Endoplasmic Reticulum Stress Response (ERSR) in Human Glioma: qHTS. U87-MG GRP78 promoter luciferase reporter, 16 h. Potency, µM, for the others: at the top dose activation, actives largely listed as activators. 420,000 compounds, 0.02% hits. AID 602332, 2012; further: potency means the concentration at half of the fitted maximal effect; series mostly up to about 76 µM; % of control where 0% means no effect; nearly all actives have a fitted effect of over 35% in size
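Stably transfected U87-MG human glioma cells carrying a GRP78-based luminescent sensor were seeded at 1000 cells/well, pin-dosed with compounds and incubated 16 h. Luciferase reagent was then added, and end-point luminescence was read after 10 min at room temperature.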
RXFP1 antag – qHTS Assay for Antagonists of the Relaxin Receptor RXFP1; activity change, negative = inhibition, % at 57.5 µM; HEK293-RXFP1, relaxin-stimulated cAMP HTRF, 30 min; active compounds read low; AID 1259400, 2018; 350,000 compounds, 0.59% hits; Relaxin receptor 1 (Homo sapiens), Q9HBX9;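 active means activity change of -60% or lower, but not beyond a set lower limit; inconclusive means change between -60% and -40%, or beyond the set limit; inactive means change above -40%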; further: on the % scale 0 is the no-effect control and ±100 the full control effect
D1 antag – Antagonist of Human D 1 Dopamine Receptor: qHTS. D(1A) dopamine receptor (Homo sapiens), P21728. HEK293 TREx D1 cells, calcium flux, dopamine EC80; active compounds read low. activity change, negative = inhibition, % at 10 µM. 360,000 compounds, 3.2% hits; in the data active means activity change below about -30%; further: on the % scale 0 is the no-effect control and ±100 the full control effect
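Calcium flux readout: force-coupled, inducible Hek293 Trex D1 line, cells induced overnight at 30 C with tetracycline, dye-loaded 30–90 min at RT. Antagonism scored against EC80 dopamine challenge given 180 s after compound.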
D1 PAM – Potentiators of Human D1 Dopamine Receptor: qHTS. HEK293 TREx D1 cells, calcium flux, dopamine EC20 potentiation. D(1A) dopamine receptor (Homo sapiens), P21728. potentiation, % at 10 µM. AID 504651, 2011. 360,000 compounds, 0.036% hits; in the data active means potentiation above about 30%; further: 0% is about no effect
RXFP1 agonist – qHTS Assay for Agonists of the Relaxin Receptor RXFP1 | Relaxin receptor 1 (Homo sapiens), Q9HBX9 | HEK293T-RXFP1 cAMP TR-FRET, 30 min; response scale: percent of porcine relaxin response, buffer zero | Potency, µM (titrated, usually from 57.5 µM), without a hit: top-dose activation, most hits filed as activators | 370,000 compounds, 0.3% hits | AID 2676, 2010; further: potency means the concentration at half of the fitted maximal effect; on the % scale 0 is the no-effect control and ±100 the full control effect; nearly all actives have a fitted effect of over 60% in size; many of its hits are not listed in these tables
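HEK293 cells stably expressing RXFP1, treated 30 min at 37C with compounds plus PDE4 inhibitor Ro 20174; cAMP measured by HTRF TR-FRET. Normalized to buffer and 29 nM porcine relaxin; EC50 by Hill fit.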
The depositor's hits bear a star; u = inconclusive; x = not tested or not shown. Unless noted, the call rests on the fitted dose curve; in most records, active means well fitted curve in the direction sought with a large enough effect; inconclusive means small, poorly fitted or top-dose-only effect, or another doubt; inactive means no such curve, though single readings can be large; an effect the other way counts as inactive or inconclusive. The list is partial; count on the stated rates, not on these rows.

SMILES	D2 PAM	Vif-A3G inh	D1 ag	Vif-APOBEC3F blk	Glioma ERSR ind	RXFP1 antag	D1 antag	D1 PAM	RXFP1 agonist
CCn1c(SCc2nnc(-c3ccccc3)o2)nc2c1c(=O)n(C)c(=O)n2C	6	x	1	x	x	x	-2	-8	0.4%
N#Cc1c(SCc2cccc(Cl)c2)sc(C(=O)c2ccccc2)c1N	-6	-11%	7	-1%	-2%	4	-5	-5	1.1%
COc1cc2ccccc2cc1C(=O)N(CCN(C)C)c1nc2ccc(C)cc2s1	-11	-15%	1	-1%	-1%	-14	6	2	-0.2%
N/C(=N\OC(=O)C1CCCCC1)c1ccc(Br)cc1	15	0%	2	-16%	4%	4	6	2	-0.4%
CCOc1ccc(S(=O)(=O)N2CCN(C(=O)c3ccco3)CC2)cc1	-1	-8%	1	-5%	-2%	3	-18	-8	1.1%
CNC(=S)N1N=C(c2ccc(OC)cc2)CC1c1ccc(Cl)cc1Cl (stereo not drawn)	-3	-11%	3	16%	-6%	-4	-4	14	-0.4%
CCOC(CCn1c(SCc2cccc([N+](=O)[O-])c2)nc2ccccc2c1=O)OCC	-9	1%	7	-6%	-3%	-29	-20	-14	5.2%
O=S(=O)(Nc1cccc(-c2nc3cccnc3s2)c1)c1cccs1	-1	-5%	3	1%	8%	-7	5	0	8.9%
Cc1cc(NCc2ccccn2)n2ncc(-c3ccc(Cl)cc3)c2n1	8	-2%	1	u	0%	-21	2	-2	0.3%
CC(C)OC(=O)CSc1nnc(-c2ccccc2)n1N	6	1%	-1	-7%	-2%	-14	0	-5	1.5%
Cc1cccc(N2CCN(C(=O)/C=C/c3cccs3)CC2C)c1 (stereo not drawn)	-4	-10%	0	5%	-1%	-3	7	-3	-0.5%
C=C(C)CC(NCCc1ccccc1)c1ccco1 (stereo not drawn)	-4	-1%	2	-2%	0%	-24	6	-3	-0.1%
CCc1cccc(NS(=O)(=O)c2ccc3c(c2)n(C)c(=O)c(=O)n3C)c1	2	2%	-1	6%	-3%	17	6	4	15%
CCCSc1ncc(Cl)c(C(=O)Nc2ccc(S(=O)(=O)N3CC(C)OC(C)C3)cc2)n1 (stereo not drawn)	4	1%	4	-2%	-2%	2	0	2	-0.4%
O=C(O)CC(Cc1ccc(Cl)cc1)C(=O)Nc1cc(Cl)ccc1Cl (stereo not drawn)	-7	-12%	5	16%	-3%	5	10	14	0.1%
COc1ccc(C(=O)CC(=O)c2ccc(F)cc2)cc1	x	-3%	x	0%	3%	3	x	x	x
NC1=NC(c2ccccc2Cl)n2c(nc3ccccc32)N1 (stereo not drawn)	-3	-1%	2	-3%	0%	-19	-2	-4	-0.6%
COc1cccc(C(=O)N2CCC(n3nccc3NC(=O)C3CCOC3)CC2)c1 (stereo not drawn)	-3	-1%	3	4%	-3%	-2	-4	-5	-3.9%
c1ccc(-c2ncnc3ccccc23)cc1	x	0%	x	1%	-2%	3	x	x	x
COc1ccc(CNC(=O)CCn2ccc3cc(S(=O)(=O)N4CCCC4)ccc32)cc1	-19	0%	3	1%	-5%	9	-21	-12	1.3%
O=C(c1cc2ccccc2oc1=O)N(Cc1cccc(Cl)c1)C1CCS(=O)(=O)C1 (stereo not drawn)	-8	0%	3	3%	0%	-7	-3	-4	2.6%
Cc1ccc(NC(=O)CN(C)Cc2c(O)ccc3ccccc23)cc1	7	-4%	1	2%	u	-29	-4	-6	2.0%
CCCN1C(=O)C(O)(CC(=O)c2cccc(OC)c2)c2ccccc21 (stereo not drawn)	5	-3%	3	4%	0%	-6	-19	-7	1.7%
O=C(Nc1ccc(F)cc1)C1CCCN(S(=O)(=O)c2cccc3nonc23)C1 (stereo not drawn)	2	-9%	13	u	-2%	-2	-6	-8	0.3%
N#CC1=C(SCC(=O)c2cc3ccccc3oc2=O)NC(=O)C(C#N)C12CCCC2 (stereo not drawn)	11	u	23	u	-1%	-4	-21	-9	-0.1%
Next section.
SMILES	D2 PAM	Vif-A3G inh	D1 ag	Vif-APOBEC3F blk	Glioma ERSR ind	RXFP1 antag	D1 antag	D1 PAM	RXFP1 agonist
O=C(NCc1ccccn1)c1ccc(CS(=O)(=O)Cc2ccc(Cl)cc2)o1	6	0%	0	-2%	-4%	-8	-1	-6	2.5%
Cc1nc2c(-c3ccccc3)c(C)[nH]n2c(=O)c1Cc1ccccc1	-19	-3%	7	-21%	-3%	-13	-25	-3	0.0%
CN(Cc1cccc(F)c1)C(=O)C1CC(=O)N(c2ccc3c(c2)OCCO3)C1 (stereo not drawn)	x	2%	x	0%	1%	-3	x	x	x
Nc1nnc(SCC(=O)NNC(=O)c2ccc([N+](=O)[O-])cc2)s1	4	-3%	1	-4%	-2%	22	14	11	-2.1%
Cc1cc(NC(=O)OC(C)C)ccc1-c1ccc(NC(=O)OC(C)C)cc1C	19	7%	5	-4%	-5%	-3	13	-4	-3.6%
CCOc1ccc(N(CC)S(=O)(=O)N2CCCC(C(=O)Nc3ccc(NC(C)=O)cc3)C2)cc1 (stereo not drawn)	1	2%	2	-8%	1%	-14	12	-3	3.0%
O=C(Nc1ccon1)c1cc(-c2ccccc2)nc2ccccc12	-8	-19%	0	1%	1%	-17	-32*	-7	-1.0%
CC(C(=O)NCc1ccccc1Cl)n1ccc2cc(S(=O)(=O)N3CCCCC3)ccc21 (stereo not drawn)	4	-4%	10	0%	-4%	-4	0	-2	-0.3%
CCCCn1c(N)c(N(CCOC)C(=O)CN2C(=O)c3ccccc3C2=O)c(=O)[nH]c1=O	-2	-1%	2	-1%	-2%	-5	14	3	2.6%
CC(C)(C)NCc1cc(Cl)ccc1OCc1cccs1	-11	0%	16	0%	-4%	-10	2	-8	-3.1%
COCCCNC(=O)c1ccc(N(C)S(C)(=O)=O)cc1	2	1%	0	0%	6%	34	-21	-7	0.0%
Cc1ccc(CNC(=O)c2ccc(N3CCC4(CC3)CC(c3cccc(Br)c3)=NO4)c(N)c2)cc1	x	4%	3	6%	-2%	x	-1	-5	0.6%
CC1(C)C(O)=C(c2nc3ccccc3[nH]2)C(=N)N1c1ccccc1	7	3%	2	11%	-2%	29	-3	-2	4.2%
Cc1ccc(C(=O)NCCNC(=O)c2ccc(C)nc2)cc1	9	-6%	3	-13%	-3%	-15	8	-6	-4.4%
O=S(=O)(NCc1cccnc1)c1ccc(Cl)nc1	0	-6%	0	x	-3%	18	-9	3	-1.2%
CC(C)(C)n1nc2c(c1NC(=O)Cc1ccc([N+](=O)[O-])cc1)CS(=O)(=O)C2	-3	-4%	1	-10%	4%	-9	6	-4	1.7%
CCCOc1ccccc1C(=O)N1CCCCC1CCN1CCOCC1 (stereo not drawn)	5	-1%	1	-9%	-5%	-1	7	-1	0.1%
Cc1ccc(-c2noc(CN3CCN(C(c4ccccc4)c4ccccc4)CC3)n2)cc1	-7	-3%	2	-6%	1%	-6	2	4	-1.1%
Cc1ccc(C(=O)Nc2ccc3oc(-c4ccncc4)nc3c2)c(Cl)c1	5	0%	4	0%	-3%	-9	-16	-1	7.2%
O=C(c1ccc(Cl)cc1)N1CCCC(C(=O)N2CCc3ccccc3C2)C1 (stereo not drawn)	5	2%	2	17%	-2%	-3	6	0	4.6%
COc1ccc(CN2CCC(CNC(=O)NC3CCCCC3)CC2)cc1	-6	1%	2	x	-2%	4	27	-3	0.6%
Cc1cc(C(=O)NNC(=S)NCc2ccccc2)cs1	-14	-8%	1	-9%	-1%	3	3	2	2.7%
Cc1cccc2[nH]c(CN(C)C(=O)CC3C(=O)NCCN3CC(C)(C)C)nc12 (stereo not drawn)	13	-7%	0	-7%	-2%	-11	4	1	-1.2%
CC(=O)c1cccc(NC(=O)Nc2cnn(Cc3ccc(Cl)cc3Cl)c2)c1	-3	1%	7	2%	-2%	4	-16	-5	-2.3%
O=C(c1ccco1)N1CCN(c2ccc([N+](=O)[O-])cc2F)CC1	4	-6%	5	1%	0%	-9	3	-8	3.4%
(next part)
SMILES	D2 PAM	Vif-A3G inh	D1 ag	Vif-APOBEC3F blk	Glioma ERSR ind	RXFP1 antag	D1 antag	D1 PAM	RXFP1 agonist
COc1cc(OC)nc(NC(=O)CSc2nnc(-c3ccccc3)n2C2CCCCC2)n1	x	-1%	x	-8%	-3%	2	x	x	x
CCC(=O)N1CCn2c1nc1ccccc12	2	0%	0	-10%	0%	13	-7	0	-1.7%
CC1(C)Oc2ccc3ccc(=O)oc3c2C(N2CCCCC2)C1O (stereo not drawn)	-7	1%	2	1%	-2%	-8	-7	-9	-0.1%
COc1ccc(CCNC(=O)C2CC3Cn4c(nc5cc(Cl)c(Cl)cc54)C3N2C)cc1 (stereo not drawn)	-3	2%	5	0%	-3%	x	1	0	2.1%
CCn1c(SCC(=O)Nc2ccc3c(c2)n(C)c(=O)n3C)nnc1-c1ccncc1	1	0%	0	3%	-2%	-1	4	-9	0.5%
CCCN(CCC)c1nc(NC2CCN(C(=O)OCC)CC2)nc(OC)n1	10	1%	10	0%	-6%	-4	6	0	-1.1%

Among those listed so far, three have a tert-butyl group.
SMILES	D2 PAM	Vif-A3G inh	D1 ag	Vif-APOBEC3F blk	Glioma ERSR ind	RXFP1 antag	D1 antag	D1 PAM	RXFP1 agonist
CC(C)(C)NCc1cc(Cl)ccc1OCc1cccs1	-11	0%	16	0%	-4%	-10	2	-8	-3.1%
CC(C)(C)n1nc2c(c1NC(=O)Cc1ccc([N+](=O)[O-])cc1)CS(=O)(=O)C2	-3	-4%	1	-10%	4%	-9	6	-4	1.7%
Cc1cccc2[nH]c(CN(C)C(=O)CC3C(=O)NCCN3CC(C)(C)C)nc12 (stereo not drawn)	13	-7%	0	-7%	-2%	-11	4	1	-1.2%
